GC-B act: GC-B (human) receptor activation; P20594; HEK293-GC-B cells, CNP EC30, cGMP TR-FRET; 0% at EC30 CNP, 100% saturating CNP; activation, % at 10 µM; actives 0.11% (n = 370,000);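 active means activation at 10 µM reaching about 35% in either raw or pattern-adjusted values, limit read from the data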
DDE Tn6 FP inh: DD(E)-Tn6 binding inhibition, primary FP screen; AID 720509; inhibition, % at 8.3 µM; actives 0.21% (n = 370,000); Fibrin DD(E) TRITC-Tn6 fluorescence polarization displacement; P02675;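 active means inhibition above a per-campaign cutoff: mean of compounds within control limits plus 3 SD, cut at about 15% in these data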;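 further: 0% = median of all compound wells on the plate and 100% = blocking peptide control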
ADAM10 inh: inhibitors of human ADAM10. recombinant ADAM10, EDANS/DABCYL FRET peptide cleavage, 3 h. actives 0.62% (n = 370,000). inhibition, % at 7 µM. O14672;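 active means inhibition above a per-campaign cutoff equal to the mean of compounds falling between control-based bounds plus 3 SD, cut at about 20% in these data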;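 further: 0% = DMSO wells while the 100% control is not disclosed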
sPLA2-III inh: Inhibits HGIII-sPLA2 liposome hydrolysis, primary screen; Q9NZ20; QFRET BODIPY PC-A2 liposome hydrolysis, fluorescence; inhibition, % at 12.2 µM; actives 0.56% (n = 370,000); AID 743126;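 active means inhibition above mean plus 3 SD of compounds lying within the high and low control bounds, cut at about 19% in these data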;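 further: 0% = median of test compound wells and 100% = no enzyme DMSO wells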
KLK7 zymogen act: proKLK7 (human) activation, primary screen | AID 652039 | purified proKLK7, EDANS-DABCYL substrate fluorescence; 100% is mature enzyme control, 0% vehicle | P49862 | actives 0.9% (n = 370,000) | activation, % at 7 µM;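 active means activation above the mean of all tested compounds plus 3 SD, computed per campaign excluding outliers beyond control limits, cut at about 13% in these data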
GAA850 FXN act: increases GAA850 frataxin promoter reporter activity; HEK293 lucGAA850 FXN promoter luciferase reporter, 24 h; percent of 10 µM SAHA response; actives 0.56% (n = 360,000); activation, % at 6 µM;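 active means activation above the average of all compounds screened plus 3 SD, cutoff fixed separately per campaign, cut at about 7.5% in these data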;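 further: 0% = DMSO wells and 100% = 10 µM SAHA wells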
rCAG RNA binder: binds r(CAG) RNA repeats; actives 1.3% (n = 370,000); AID 651821; r(CAG) RNA repeat, TO-PRO-1 dye displacement fluorescence; inhibition, % at 3 µM;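 active means inhibition above the plate cutoff, the mean of all test compounds on that plate plus 3 SD, cut at about 35% in these data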;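 further: 0% = DMSO alone and 100% = 100 µM mitoxantrone as full dye displacement; higher means more dye released from RNA so lower well fluorescence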
GC-A act: GC-A (human) enzyme activation. P16066. HEK293 GC-A cells, cGMP TR-FRET, EC30 ANP; 0% at EC30 ANP, 100% saturating ANP. activation, % at 10 µM. actives 0.14% (n = 370,000). AID 1671463; in the data active means activation above about 40%
Target sequence (P16066 whole entry, looked up): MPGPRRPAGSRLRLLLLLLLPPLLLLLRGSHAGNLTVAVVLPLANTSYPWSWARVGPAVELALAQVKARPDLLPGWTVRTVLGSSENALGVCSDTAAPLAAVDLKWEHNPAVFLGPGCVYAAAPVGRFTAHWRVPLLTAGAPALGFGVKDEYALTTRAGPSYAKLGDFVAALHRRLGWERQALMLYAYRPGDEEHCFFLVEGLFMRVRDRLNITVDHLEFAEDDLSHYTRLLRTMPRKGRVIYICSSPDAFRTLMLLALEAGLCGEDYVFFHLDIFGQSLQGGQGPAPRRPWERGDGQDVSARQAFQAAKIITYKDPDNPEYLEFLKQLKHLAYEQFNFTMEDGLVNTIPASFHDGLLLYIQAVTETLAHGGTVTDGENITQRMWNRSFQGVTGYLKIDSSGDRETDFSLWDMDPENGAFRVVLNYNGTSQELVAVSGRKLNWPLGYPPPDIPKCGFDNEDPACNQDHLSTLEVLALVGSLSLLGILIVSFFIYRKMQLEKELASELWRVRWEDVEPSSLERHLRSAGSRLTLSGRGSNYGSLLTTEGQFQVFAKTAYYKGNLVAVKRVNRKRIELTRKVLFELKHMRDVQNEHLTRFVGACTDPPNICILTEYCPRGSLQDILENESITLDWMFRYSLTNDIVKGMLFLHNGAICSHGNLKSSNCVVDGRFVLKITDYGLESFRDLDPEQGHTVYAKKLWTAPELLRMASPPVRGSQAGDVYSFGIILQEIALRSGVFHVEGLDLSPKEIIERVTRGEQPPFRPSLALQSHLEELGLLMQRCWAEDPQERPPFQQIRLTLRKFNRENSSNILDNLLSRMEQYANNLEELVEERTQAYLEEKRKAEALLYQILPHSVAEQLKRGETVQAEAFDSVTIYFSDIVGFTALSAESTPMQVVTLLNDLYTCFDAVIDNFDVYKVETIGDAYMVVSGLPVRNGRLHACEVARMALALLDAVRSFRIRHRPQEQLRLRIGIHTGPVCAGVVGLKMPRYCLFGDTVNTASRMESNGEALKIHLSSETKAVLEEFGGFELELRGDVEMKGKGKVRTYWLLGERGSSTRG
ARFGAP1 inhibitor: inhibits rat ARF GTPase activating protein 1; inhibition, % at 16.5 µM; Q62848; actives 0.26% (n = 360,000); Arfgap1-stimulated ARF1 GTP hydrolysis, GDP FP detection; AID 651572;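 active means inhibition above a per-plate limit, mean inhibition of low control wells plus 3 SD, cut at about 25% in these data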;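 further: 0% = DMSO wells with enzyme and 100% = wells lacking Arfgap1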
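Material: rat Arfgap1 GAP domain (His6, aa 1-136), purified enzyme. Also added: human ARF1(Δ1-17)-GTP substrate. Compound dosing: 16.5 µM single point, 1.26% DMSO. Timing: enzyme reaction 120 min at 25 °C after 20 min preincubation. Signal: GDP detection by fluorescence polarization. Read-out basis: percent inhibition of GAP-stimulated GDP formation, scaled between DMSO and no-Arfgap1 medians.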
ASAP1 inh: inhibitors of human ASAP1 ArfGAP activity; AID 624377; Q9ULH1; ASAP1-stimulated ARF1 GTP hydrolysis, GDP FP detection; actives 0.19% (n = 360,000); inhibition, % at 16.5 µM; in the data active means inhibition above about 25%;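 further: 0% = vehicle with enzyme and substrate and 100% = no enzyme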
Numbers without * were called inactive; i = inactive; · = no result given. No enrichment for hits. About 4.5% of those tested had a hit in this group.

SMILES	GC-B act	DDE Tn6 FP inh	ADAM10 inh	sPLA2-III inh	KLK7 zymogen act	GAA850 FXN act	rCAG RNA binder	GC-A act	ARFGAP1 inhibitor	ASAP1 inh
Cc1cc(C)cc(OCC(=O)N2CCN(c3ncccn3)CC2)c1	0	7	-10	1	-0.1	-0.6	2	-1	-13	-4
Cn1c2c(c(=O)[nH]c1=O)C(NC(=O)c1ccco1)(C(F)(F)F)C(=O)N2 (stereo not given)	2	-1	2	1	-0.9	-0.6	2	1	-9	-6
CC1(C)CC(=O)C(C=NCc2ccccn2)=C(O)C1	2	-3	-7	18	-0.1	1.3	-5	-1	-6	-11
COC(=O)C1=C(C)N(Cc2ccccc2)C(=S)NC1c1cccc(Br)c1 (stereo not given)	-9	1	9	6	0.6	·	2	0	-6	4
O=C(CCCn1c(SCc2ccccc2F)nc2ccccc2c1=O)NCC1CCCO1 (stereo not given)	2	-2	7	2	0.0	-0.2	-3	-11	-8	1
Cc1cccc(N2CCN(S(=O)(=O)c3cccc4nonc34)CC2)c1C	2	6	0	-3	0.2	1.4	2	0	3	-18
CCn1cc(S(=O)(=O)N2CCCC2)cn1	1	-6	0	-4	-0.1	0.2	5	-2	-5	-6
COc1ccc(-n2nc(C(=O)NCC(=O)N3CCCCCC3)c3ccccc3c2=O)cc1Cl	2	-4	-8	4	0.6	1.7	3	-1	8	6
N=C1C(c2nc3ccccc3s2)=C(O)CN1CCCO	-11	4	-15	-1	0.8	2.1	0	31	-2	5
CC1CCC(NC(=O)N(CCCl)N=O)CC1 (stereo not given)	2	-4	0	2	-0.8	1.5	1	2	4	-14
COc1cccc(CSc2nc3sc(C)c(C)c3c(=O)n2Cc2ccco2)c1	2	-11	10	0	-0.2	-2.2	9	7	10	8
O=C(Cc1ccc(S(=O)(=O)N2CCOCC2)s1)Nc1cc(C(F)(F)F)cc(C(F)(F)F)c1	-8	-7	12	-82	0.5	-0.3	4	-6	7	13
Cc1cc(C)c(C)c(OCCCOc2cccc3cccnc23)c1	1	4	-1	-7	-0.2	1.1	-6	6	0	-15
O=C(COC(=O)c1ccc(Br)cc1)Nc1ccccc1Br	2	3	-2	1	0.7	-0.4	-2	1	11	-6
CCN1CCN(C(=O)C2CCCN(S(=O)(=O)c3ccc(OC)c(OC)c3)C2)CC1 (stereo not given)	7	3	0	9	0.4	0.9	-6	3	-30	14
NC(=O)Nc1ccccc1C(=O)Nc1ccc2ccccc2c1	-6	3	-20	-1	2.9	-1.5	1	1	7	-1
COc1ccc(-c2nc3ccccc3c(=O)n2NC(=O)c2cccnc2Cl)cc1OC	1	-5	-2	-7	0.5	0.8	1	2	4	10
CS(=O)(=O)c1ccc(C(=O)Nc2ccc(N3CCOCC3)cc2)c(Cl)c1	-4	2	4	0	0.0	1.4	-3	-1	1	0
Cc1ccc(C)c(OCC(=O)N2CCOCC2)c1	0	-3	-1	6	0.0	-0.8	0	3	-13	-2
CSc1nc(-c2ccco2)nn1C(=O)c1cccs1	10	3	8	0	0.4	1.6	2	10	10	-9
Cc1cccc(NC(=O)CN2CCCCCC2)c1	1	5	3	3	0.6	0.6	-1	0	-5	-2
O=C1CC(N2CCN(c3ccc(O)cc3)CC2)C(=O)N1Cc1cccs1 (stereo not given)	2	-1	-2	2	0.6	1.6	6	-4	-10	-3
O=C(Nc1ccc(N2CCOCC2)nc1)c1c(F)cccc1F	-2	-4	1	-9	-0.6	2.0	-2	5	-9	11
CC1(c2ccc3noc(-c4ccccc4)c3c2)OCCO1	-6	2	-7	10	0.0	1.4	2	-5	5	8
CCOC(=O)COc1ccccc1/C=C1/NC(=O)NC1=O	1	-1	-5	2	0.1	-0.7	1	-2	-5	-2
SMILES	GC-B act	DDE Tn6 FP inh	ADAM10 inh	sPLA2-III inh	KLK7 zymogen act	GAA850 FXN act	rCAG RNA binder	GC-A act	ARFGAP1 inhibitor	ASAP1 inh
COc1ccc(C(CC(=O)O)NS(=O)(=O)c2ccc(C)cc2)cc1 (stereo not given)	3	4	0	3	-0.2	1.8	2	1	1	7
NC(=O)c1ccsc1NC(=O)CSc1nnc2ccccn12	-4	0	-12	-2	0.3	1.5	7	-1	5	-6
O=C(Nc1ccc(S(=O)(=O)N2CCCCC2c2cccnc2)cc1)c1ccccc1F (stereo not given)	1	-6	10	-11	-0.3	6.2	-2	0	1	-2
O=C(Nc1cc(Cl)ccc1N1CCOCC1)c1ccc2c(c1)OCCO2	-7	2	-11	-2	0.2	1.2	-2	-3	0	10
Cc1nnc(Nc2ccc3c(c2)ncn3C)c2ccccc12	-3	-2	-1	-2	-0.8	-0.8	-2	-2	-3	11
CC1CCN(c2ccccc2NC(=O)c2cc([N+](=O)[O-])ccc2N2CCOCC2)CC1	-10	-8	-3	-1	-0.4	12*	-5	0	-3	-1
CC(=O)N[C@@H](Cc1ccc(O)cc1)CN1C(N)=NC[C@@H]1CC(C)C	10	3	1	1	-0.6	1.1	-1	3	14	2
NC(=S)Nc1c(Cl)cccc1Cl	4	-2	-3	0	0.3	-0.9	-1	-2	-9	-1
O=C(N[C@@H]1C/C=C\C[C@@H](CC(=O)N(CCO)Cc2ccccc2)C(=O)N[C@H](Cc2ccccc2)COC1=O)OCC1c2ccccc2-c2ccccc21	-2	-2	-13	4	-0.3	-0.1	14	3	8	11
COc1ccc(OCC2CCCN(Cc3nc(CC4CC4)no3)C2)cc1 (stereo not given)	6	1	-2	-1	-0.4	1.7	-9	3	11	0
CCCn1c(CN(C)Cc2ccccc2)nc2c1c(=O)n(C)c(=O)n2C	3	-2	4	4	0.6	-1.2	-6	0	10	1
Cc1cccc(C(=O)Nc2nnc(S(=O)(=O)N3CCOCC3)s2)c1	0	-3	-8	4	0.6	-0.5	2	0	7	-1
Cc1cc(NC(=O)C(Cl)Cl)cc2c1OCO2	-3	6	7	0	0.2	-0.6	1	1	-1	4
CCCN(C(=O)COc1ccc(C(C)=O)cc1OC)C1CCS(=O)(=O)C1 (stereo not given)	2	3	-14	11	-0.1	-0.2	-1	1	-6	0
COc1ccc(-c2nnc(OCc3ccccc3)c3ccccc23)cc1	3	-2	-2	-9	0.1	2.1	-4	-1	-5	1
COc1ccccc1OCC(=O)Nc1c2c(nn1-c1ccc(F)cc1)CS(=O)(=O)C2	-4	-3	5	1	-0.6	-1.2	3	-3	2	6
N#Cc1nc(-c2ccc(OCc3ccccc3)cc2)oc1NCCCN1CCOCC1	6	-1	i	-47	-13	1.1	7	4	1	8
CCOC(=O)COc1ccc(S(=O)(=O)N2CCc3ccccc3C2)cc1	-3	8	3	-13	-0.1	0.4	-5	0	0	-7
O=CN(c1ccccc1)c1ccc2ccccc2c1	3	-4	-5	6	0.1	0.2	-3	0	-9	7
CC(C)CNc1nc(Oc2ccc(=O)n(C)n2)nc(N2CCOCC2)n1	9	-4	-1	-1	0.5	2.4	-7	2	2	-9
O=C(NC(=S)N1CCN(C2CCCCC2)CC1)c1ccccc1	5	0	3	10	-0.1	3.0	-4	1	-9	5
Cc1sc2ncnc(Sc3ccccc3C(=O)Nc3ccc(Br)cc3)c2c1C	-3	-5	-15	19	-0.7	0.7	12	-16	9	3
COc1ccc(OC)c(Nc2nc(N)c([N+](=O)[O-])c(NC3CCCCC3)n2)c1	8	-3	-1	-2	0.4	2.6	1	11	1	2
COc1cccc(CN2CC(C(=O)NCCCn3cccn3)CCC2=O)c1 (stereo not given)	0	-2	-5	-2	-0.1	-1.5	-5	2	9	-1
COc1ccccc1CN1CC(C(=O)NCCC2=CCCCC2)CCC1=O (stereo not given)	-6	-4	12	4	0.2	1.1	-5	1	13	-2

Two of these compounds, set out differently.
Results follow in this order: GC-B act | DDE Tn6 FP inh | ADAM10 inh | sPLA2-III inh | KLK7 zymogen act | GAA850 FXN act | rCAG RNA binder | GC-A act | ARFGAP1 inhibitor | ASAP1 inh
O=C(N[C@@H]1C/C=C\C[C@@H](CC(=O)N(CCO)Cc2ccccc2)C(=O)N[C@H](Cc2ccccc2)COC1=O)OCC1c2ccccc2-c2ccccc21
 : -2 | -2 | -13 | 4 | -0.3 | -0.1 | 14 | 3 | 8 | 11
CCCN(C(=O)COc1ccc(C(C)=O)cc1OC)C1CCS(=O)(=O)C1 (stereo not given)
 : 2 | 3 | -14 | 11 | -0.1 | -0.2 | -1 | 1 | -6 | 0

The list continues:
SMILES	GC-B act	DDE Tn6 FP inh	ADAM10 inh	sPLA2-III inh	KLK7 zymogen act	GAA850 FXN act	rCAG RNA binder	GC-A act	ARFGAP1 inhibitor	ASAP1 inh
c1ccc(-c2nc3c4ccccc4ccn3c2CN2CCOCC2)cc1	-9	3	-11	-2	0.9	5.6	-4	-1	-2	-2
Cc1cc(C(=O)Oc2cccnc2)ccc1[N+](=O)[O-]	0	-1	-5	-4	0.6	0.9	0	2	-3	-9
CCOc1cc(N2CCOCC2)c(OCC)cc1NC(=O)c1cc(-c2ccco2)nc2ccccc12	2	6	-6	1	0.8	-8.8	0	4	-3	15
COc1ccc(OC)c(-n2c(SCC(=O)NCC3CCCO3)nc3ccccc3c2=O)c1 (stereo not given)	-1	2	-1	-1	0.4	1.0	1	-2	-5	-8
C=CCn1c(C)cc(C(=O)Cn2nc(C(=O)O)c3ccccc3c2=O)c1C	-1	0	-7	0	-0.1	4.0	-1	0	17	5
O=C(Nc1ccccc1N1CCCCC1)C1CCN(C(=O)c2ccc(Cl)cc2)CC1	1	1	4	-11	1.1	0.6	-6	-3	-1	1
CC(NC(=O)c1ccncc1)c1ccccc1 (stereo not given)	5	8	-5	3	-0.3	1.2	0	4	9	2
CC(C)CNS(=O)(=O)c1cc(C(=O)OCC(=O)N2CCOCC2)c(Cl)cc1Cl	5	-7	-1	-1	-0.1	-1.2	-2	1	5	2
Cc1ccc(Cc2c(-c3cccc(Br)c3)nc3cc(C)c(Br)c(C)n23)cc1	-5	-4	-8	4	0.3	·	3	-10	10	10
O=C(O)/C=C/C(=O)Nc1ccc(OC(F)(F)F)cc1Br	0	-1	2	2	-0.5	0.8	4	-1	4	-6
Cc1cc2[nH]c3c4ccccc4nc(C)c3c2cc1C	-9	-7	-263	-14	5.2	-0.9	25	-23	-4	-8
CCCCNC(=O)C1(C)CCCCCN1Cc1cc2ccccc2o1 (stereo not given)	-5	11	5	-3	0.0	0.6	-2	-10	-1	4
O=C(O)C1=CC[C@@H](c2ccc(Cl)cc2)N(S(=O)(=O)c2ccc(Cl)cc2)[C@H]1c1ccc(Br)cc1	3	-1	-9	-4	0.7	-1.1	85*	-3	-17	-12
COc1ccc(-n2cc(COC(=O)NCCc3c[nH]c4ccccc34)nn2)cc1	2	-3	8	-81	-0.3	·	2	-2	·	·
O=C(c1cccs1)N1CCN=C1SCc1cccc(F)c1	1	13	5	0	0.1	-0.2	-3	5	5	4
COc1cc(C(=O)Nc2ccc(S(=O)(=O)N(C)c3ccccc3)cc2)cc(OC)c1OC	6	-5	16	-21	0.3	-0.5	4	0	1	-12
O=C(C1CCN(Cc2ccc(F)cc2)CC1)N1CCN(C/C=C/c2ccccc2)CC1	-7	-1	-4	-12	0.5	-2.0	-10	0	-2	-4

Bioassay records from PubChem.
